PAFAH2 inh: inhibitors of human PAFAH2 | AID 492956 | inhibition, % at 3.39 µM | 340,000 tested, 0.99% active | recombinant PAFAH2, FP-rhodamine activity probe, fluorescence polarization;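 active means inhibition above the mean over all tested compounds plus 3 SD, cut at about 30% in these data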;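 further: inhibitors block probe labeling of enzyme so polarization drops; 0% = enzyme with DMSO and 100% = wells lacking PAFAH2 protein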
ZTA counter: blocks Epstein-Barr virus ZTA, an EBNA-1 counter-screen | P03206 | ZTA-DNA binding, fluorescence polarization | inhibition, % at 11 µM | 320,000 tested, 0.15% active | AID 2234; in the data active means inhibition above about 33%
Target sequence (P03206 whole entry, looked up): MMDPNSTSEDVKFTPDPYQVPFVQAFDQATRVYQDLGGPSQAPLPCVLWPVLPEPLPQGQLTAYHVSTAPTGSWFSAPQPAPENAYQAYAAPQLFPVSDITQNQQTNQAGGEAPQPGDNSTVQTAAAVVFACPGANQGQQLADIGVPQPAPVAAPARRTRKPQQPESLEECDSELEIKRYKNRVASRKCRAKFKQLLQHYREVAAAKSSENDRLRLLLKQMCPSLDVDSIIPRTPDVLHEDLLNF
PREPL inhibitor: inhibits the human prolyl oligopeptidase-like enzyme; Q4J6C6; recombinant PREPL, fluorescence polarization activity-based probe; inhibition, % at 5.96 µM; 320,000 tested, 0.68% active; in the data active means inhibition above about 43%;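 further: 0% = enzyme with DMSO and 100% = wells lacking enzyme; many of its hits are not listed in these tables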
GSTO1 inh: counter-screen for RBBP9 inhibitors: inhibitors of human GSTO1 | P78417 | recombinant GSTO1, activity-based probe fluorescence polarization | inhibition, % at 5.96 µM | 300,000 tested, 1.1% active | AID 1974;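 active means inhibition above the campaign mean inhibition plus 3 SD, cut at about 35% in these data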;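 further: 0% = GSTO1-1 with DMSO and 100% = wells lacking GSTO1-1 enzyme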
LYPLA1 counter: LYPLA1 (human) inhibition in PME1 counter-screen; 320,000 tested, 0.16% active; O75608; inhibition, % at 5.9 µM; recombinant LYPLA1, FP-Rh probe fluorescence polarization;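 active means inhibition above the mean of all tested compounds plus 3 SD, set per campaign, cut at about 14% in these data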;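 further: inhibitors block serine hydrolase probe labeling of LYPLA1 so polarization falls; 0% = enzyme with DMSO and 100% = wells lacking LYPLA1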
Target sequence (O75608 whole entry, looked up): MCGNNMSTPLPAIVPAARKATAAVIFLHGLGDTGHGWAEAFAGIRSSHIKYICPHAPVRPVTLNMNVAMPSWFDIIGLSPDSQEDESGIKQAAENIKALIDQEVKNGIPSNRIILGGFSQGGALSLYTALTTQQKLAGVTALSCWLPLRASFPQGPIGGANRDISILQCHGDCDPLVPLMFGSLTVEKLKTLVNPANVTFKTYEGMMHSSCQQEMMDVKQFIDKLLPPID
PAD4 inh: inhibitors of human PAD4. Q9UM07. recombinant PAD4, RCA probe fluorescence polarization. inhibition, % at 6.36 µM. 330,000 tested, 0.41% active;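 active means percent inhibition above a cutoff equal to the mean of all tested compounds plus 3 SD, cut at about 15% in these data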;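 further: 0% = PAD4 with RCA probe and DMSO and 100% = probe without PAD4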
PAFAH1B3 inh: blocks human PAF acetylhydrolase 1B catalytic subunit 3 | AID 492972 | recombinant PAFAH1B3, FP-rhodamine probe, fluorescence polarization | 340,000 tested, 0.28% active | Q15102 | inhibition, % at 3.39 µM;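 active means inhibition above the screen-wide average of all tested compounds plus 3 SD, cut at about 25% in these data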;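 further: 0% = enzyme with DMSO only and 100% = wells lacking PAFAH1B3 protein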
Target sequence (Q15102 whole entry, looked up): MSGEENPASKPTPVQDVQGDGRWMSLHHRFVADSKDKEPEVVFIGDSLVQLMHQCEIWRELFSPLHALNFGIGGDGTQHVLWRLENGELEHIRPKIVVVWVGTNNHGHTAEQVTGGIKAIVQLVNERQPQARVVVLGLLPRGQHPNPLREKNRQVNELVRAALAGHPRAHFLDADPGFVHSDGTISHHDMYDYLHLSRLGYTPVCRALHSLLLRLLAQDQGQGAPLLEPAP
LYPLA2 counter: blocks human lysophospholipase 2, a PME1 counter-screen. inhibition, % at 5.9 µM. 320,000 tested, 0.38% active. O95372. recombinant LYPLA2, FP-Rh probe fluorescence polarization. AID 2177;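 active means inhibition above the screen-wide mean plus 3 SD, limit set per campaign, cut at about 26% in these data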;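 further: 0% = LYPLA2 with DMSO and 100% = wells lacking LYPLA2 enzyme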
Target sequence (O95372 whole entry, looked up): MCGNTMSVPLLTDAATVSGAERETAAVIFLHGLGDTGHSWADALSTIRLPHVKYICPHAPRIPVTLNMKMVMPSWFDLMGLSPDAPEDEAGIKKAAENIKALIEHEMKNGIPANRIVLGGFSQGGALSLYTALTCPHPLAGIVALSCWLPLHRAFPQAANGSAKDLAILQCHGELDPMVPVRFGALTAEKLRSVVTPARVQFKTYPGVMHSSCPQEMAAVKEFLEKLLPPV
EBNA-1 inh: blocks EBNA-1 binding to DNA; 300,000 tested, 0.34% active; EBNA-1 DNA binding, fluorescence polarization; inhibition, % at 14.8 µM; in the data active means inhibition above about 28%
Starred values were filed as active, the others as inactive; . = not tested or not shown; & = joins results of further samples. Only part of the results is shown, so the mix of outcomes need not match the whole.

SMILES	PAFAH2 inh	ZTA counter	PREPL inhibitor	GSTO1 inh	LYPLA1 counter	PAD4 inh	PAFAH1B3 inh	LYPLA2 counter	EBNA-1 inh
Cc1ccc(O)c(NC(=O)COc2cc(C)ccc2C)c1	0	3	-5	-6	4	0	5	1	-3
OCc1nc2ccccc2n1Cc1c(F)cccc1Cl	0	22	-13	-9	3	-2	3	-6	-3
CCCCNC(NCCCC)=C(S(=O)(=O)CC)S(=O)(=O)CC	6	-5	0	4	1	-1	3	10	0
Cc1ccc(S(=O)(=O)N2CCOCC2)cc1NC(=O)CN1CCC(Cc2ccccc2)CC1	-1	2	10	3	3	-6	7	-2	0
O=C(Nc1nc2ccccc2[nH]1)c1ccccc1[N+](=O)[O-]	12	2	2	7	6	0	0	13	9
Cc1cc(C)nc(CC(N)=O)n1	-2	0	20	11	-2	-2	15	0	5
COc1ccc(/C=N/NC(=O)CCSc2nc3ccccc3s2)cc1OC	10	10	4	-6	-4	-5	0	-5	7
CC(=O)NS(=O)(=O)c1ccc(NC(=O)c2cc(-c3ccc(C)cc3)nc3ccccc23)cc1	-3	-7	-5	8	1	-3	6	0	-4
O=C(O)c1cccc(NC(=O)c2ccccc2NC(=O)c2ccccc2F)c1	1	-2	1	-2	0	-3	6	-3	-2
COc1ccc(S(=O)(=O)NCc2ccccn2)cc1Br	0	-24	2	-4	-1	-5	5	-1	-11
CCCCNC(=O)c1ccccc1C(=O)NCCCC	-2	1	8	3	3	3	4	3	8
Cc1cc(=O)nc2c3ccccc3n(CC(=O)NCCCN3CCCC3=O)n12	4	-8	8	9	0	-1	5	-5	-11
O=C(NCCS(=O)(=O)NC1CCCC1)c1ccc(F)cc1	-7	2	-1	6	-1	0	1	-2	9
CCc1ccc(NC(=O)CCNS(=O)(=O)c2cccc3nsnc23)cc1	9	9	-7	-2	-2	-3	6	-2	-9
COc1ccc(OC)c(C2C(C(=O)c3cccs3)=C(O)C(=O)N2CCN(C)C)c1 (stereo not drawn)	-5	11	-4	6	-1	-2	7	0	8
Cc1cc2ccccc2n1CCNCc1c(C(=O)N2CCOCC2)nc2ccccn12	4	-9	25	6	-3	1	7	5	-10
Cc1cccc(C2N=C(N)Nc3nc4ccccc4n32)c1 (stereo not drawn)	-4	-5	-10	3	0	2	-5	3	-8
CSc1ncc(C(=O)Nc2ccccc2F)c(-c2ccccc2)n1	-2	8	-5	2	-2	8	13	0	13
COc1ccc(CS(=O)c2nc(C)cc(C)c2S(C)(=O)=O)cc1 (stereo not drawn)	3	-6	10	2	0	0	6	4	1
O=C(N/N=C\c1cc(Cl)ccc1O)c1ccc(S(=O)(=O)N2CCCCC2)cc1	-3	21	10	-2	2	-2	16	-6	2
O=C(NCc1ccccc1)N1CCCC1	-9	11	3	-2	-5	2	1	2	7
Cc1ccc(Nc2nc(OC(C(F)(F)F)C(F)(F)F)nc(N3CCOCC3)n2)cc1	4	-5	5	-9	1	-3	5	-6	-15
COc1ccc(C2c3c(ncn(CCCO)c3=N)Oc3ccc4ccccc4c32)cc1 (stereo not drawn)	13	-1	25	4	-10	7	8	-18	-3
Cc1cccc(C)c1NC(=O)Cn1c(=O)c(N2CCCCC2)c(N)n(C)c1=O	2	.	15	.	.	0	15	.	.
Cc1ccc(S(=O)(=O)N2CCN(c3cccc(C)c3)CC2)cc1	10	6	-53	1	-2	3	11	-9	17
Remaining list, next part.
SMILES	PAFAH2 inh	ZTA counter	PREPL inhibitor	GSTO1 inh	LYPLA1 counter	PAD4 inh	PAFAH1B3 inh	LYPLA2 counter	EBNA-1 inh
COc1ccc(S(=O)(=O)Oc2cccc(C(=S)N3CCOCC3)c2)cc1	1	1	13	1	-4	-4	1	0	1
Cc1ccc(NC(=O)c2ccc(F)cc2F)cc1NS(C)(=O)=O	.	0	1	8	1	6	.	1	2
COCCN(C(=O)COC(=O)c1cc2c(s1)CCCC2)c1c(N)n(Cc2ccccc2)c(=O)[nH]c1=O	8	2	1	6	-4	-5	-6	1	0
CCN(CC)CCNC(=O)c1ccc(Sc2ccc(Cl)cc2)c(NC(C)=O)c1	-5	-23	-53	-6	-3	-3	3	0	-3
Cc1cc(NC(=O)CCC(=O)N(c2ccccc2)C(C(=O)NC2CCCC2)c2cccs2)no1 (stereo not drawn)	0	-4	8	5	-1	0	0	5	-9
Cc1ccc2[nH]c3c(=O)n(N)c(C)nc3c2c1	.	8	2	0	-3	-2	.	-1	7
COc1ccc(NC(=O)CCCSc2ccccc2)cc1S(N)(=O)=O	-4	4	0	12	-4	5	4	0	3
CSCC[C@H](NC(=O)[C@@H]1CSC2c3ccccc3C(=O)N21)C(=O)NCc1ccco1 (stereo partly drawn)	-4	-18	0	3	-1	1	2	5	-6
CCNC(=S)NNC(=O)CC(C)C	-3	17	9	0	1	-5	15	6	3
COC(=O)c1ccccc1NC(=O)CCn1c(=O)oc2ccccc21	0	9	-3	-1	-3	-4	-3	7	18
C=CCNC(=O)c1cc2sccc2n1C	-4	-6	-17	-2	0	-1	4	2	-9
CC(C)Cc1nc(Cl)c(C#N)c2c1CCC2	-3	7	-4	-5	-2	0	0	-4	3
O=C1CN(c2ccc(Cl)cc2)C2(CCCCC2)S1	-6	-12	-6	-2	1	3	13	3	1
Cc1ccc(C2C3=C(CC(C)(C)CC3=O)OC3=C2C(=O)CC(C)(C)C3)cc1	4	-8	2	2	-2	0	9	-2	1
COc1cccc(-c2nn(-c3ccccc3)cc2CO)c1	-16	-5	10	2	2	0	11	3	0
COc1cc(-c2noc(C)c2-c2ccc3[nH]ccc3c2)cc(OC)c1OC	-7	1	9	4	-3	-2	7	1	-4
O=C(NCc1ccccc1)c1ccc2nccnc2c1	3	0	2	-2	0	-2	18	-1	0
C/C(N)=C(/C#N)C(=O)CSc1n[nH]c(-c2ccccc2Br)n1	11&5	0	0	-7	3	2	-6&11	3	-9
CC(=O)Nc1ccc(NC(=O)c2ccc(NC(=O)c3ccccc3)cc2)cc1	-16	2	0	-30	-5	-9	2	2	26
COc1ccc(C(=O)/C=C/c2ccc3c(c2)OCCO3)cc1	-3	2	-1	-9	-2	-1	5	-5	-3
COc1ccc(C2(c3ccc(OC)cc3)NC(=O)N(CC(=O)NC(C)C)C2=O)cc1	2	-5	-4	-2	3	-2	0	1	5
CN(C)S(=O)(=O)c1cccc(NC(=O)CCc2nc3cc(S(=O)(=O)N4CCOCC4)ccc3n2C)c1	-6	5	-4	-3	-1	6	7	7	5
O=C(Nc1ccc(C2=NCCN2)cc1)c1ccc(Cl)c(C(=O)Nc2ccc(C3=NCCN3)cc2)c1	.	2	0	-18	-8	-5	.	-4	6
N#Cc1ccc(CSCC(=O)O)cc1	11	15	1	1	0	-3	3	5	5
COc1ccc(C(NC(=O)CC(C)C)c2c(O)ccc3ccccc23)cc1 (stereo not drawn)	-4	4	-7	5	-4	2	5	-1	6

Next section; the last three above are carried over.
SMILES	PAFAH2 inh	ZTA counter	PREPL inhibitor	GSTO1 inh	LYPLA1 counter	PAD4 inh	PAFAH1B3 inh	LYPLA2 counter	EBNA-1 inh
O=C(Nc1ccc(C2=NCCN2)cc1)c1ccc(Cl)c(C(=O)Nc2ccc(C3=NCCN3)cc2)c1	.	2	0	-18	-8	-5	.	-4	6
N#Cc1ccc(CSCC(=O)O)cc1	11	15	1	1	0	-3	3	5	5
COc1ccc(C(NC(=O)CC(C)C)c2c(O)ccc3ccccc23)cc1 (stereo not drawn)	-4	4	-7	5	-4	2	5	-1	6
CC(=O)c1cccc(NC(=O)CCc2nnc3ccc(NCc4ccco4)nn23)c1	1	2	-6	3	-2	-1	8	-4	-11
Cc1cc(C)n2c(SCC(=O)Nc3c(C)n(C)n(-c4ccccc4)c3=O)nnc2n1	2	0	2	23	4	5	1	3	4
CCOCCCNC(=O)C(c1ccc(Cl)cc1)N1CCN(c2ccccc2)CC1 (stereo not drawn)	-9	-3	4	6	3	4	3	5	-2
C=CCNc1nc(N2CCCC2)nc2ccccc12	7	-21	18	-4	-3	-2	-6	7	-1
COc1ccc(/C=C2\C(=O)NCC(=O)N2C)cc1	-5	-7	8	3	4	4	6	0	2
Cc1ccc(S(=O)(=O)N(C)c2ccc(C)c([N+](=O)[O-])c2)cc1	-3	8	-14	5	-1	-1	-2	-1	2
CC1=CC(=O)C(C(C)C)=C/C1=N\OC(=O)c1cccc2nc(C)oc12	2	-24	-2	1	-3	-1	7	8	-2
COc1cccc(/C=C/C(=O)OCC(=O)Nc2ccccc2Sc2ccccc2)c1	2	-3	-27	2	-7	0	-6	-4	0
Cc1nn(C)c(C)c1NC(=O)c1ccc(S(=O)(=O)N(C)C)cc1	9	-15	16	2	0	-3	-6	3	-1
Cc1ccsc1C(=O)NNC(=O)COc1ccccc1Cl	0	-3	-3	-3	-1	7	1	8	1
CC1Oc2ccccc2N(CC(=O)N2CCCCC2)C1=O (stereo not drawn)	-7	8	1	1	2	-1	-1	-1	1
Clc1ccccc1Cn1nnc2ccccc21	6	-11	-12	2	-1	-1	-2	1	-7
Cc1ccc(-c2nc(N)n(C(=O)c3cccnc3)n2)cc1	-5	-2	2	0	3	-3	13	4	1
O=c1ccc(=O)n2n1CC(O)C2	5	3	-3	5	-1	0	5	1	7
CC(C)CCN(C(=O)COc1ccc(C#N)cc1)c1c(N)n(Cc2ccccc2)c(=O)[nH]c1=O	.	-10	17	22	-1	0	.	2	0
CSc1ncccc1C(=O)NCc1ccc(C)cc1	1	7	0	0	-3	-3	2	-7	8
Cc1c(Cl)cccc1NC(=O)Cc1ccc([N+](=O)[O-])cc1	7	-21	10	-5	0	-7	-6	2	1
N#Cc1cc2ccccc2nc1N	5	11	-5	-4	1	1	-2	0	4
Cc1ccc(S(=O)(=O)CCC(=O)Nc2cccc([N+](=O)[O-])c2)cc1	-6	-8	6	-5	0	6	-2	5	9
O=C(O)CC(NC(=O)c1ccncc1)c1ccccc1 (stereo not drawn)	-3	17	4	4	-2	6	-2	2	6
CC(C)CNC(=O)CSc1ccc(Cl)cc1	2	3	11	5	0	-1	-2	-5	10
CCOC(=O)Cc1c(C)nc(N)[nH]c1=O	-3	-4	-14	0	0	-5	1	9	-3
CC(C)(C)c1ccc(Cn2c(=O)cnc3ccccc32)cc1	8	-15	-1	2	-3	0	4	5	-12
CC(C)C[C@@H](CSc1ccc(Br)cc1)N1CCN(CCc2ccccc2)CCC1=O	3	3	-4	9	-1	-5	5	0	7
O=C(NC1CC1)c1ccc(NS(=O)(=O)c2ccc(F)cc2)cc1	0	8	-4	3	1	-2	3	2	2
Later entries:
SMILES	PAFAH2 inh	ZTA counter	PREPL inhibitor	GSTO1 inh	LYPLA1 counter	PAD4 inh	PAFAH1B3 inh	LYPLA2 counter	EBNA-1 inh
CC(=O)NC(Cc1ccc(F)cc1)C(=O)NC1CCN(C(=O)Nc2ccccc2C)CC1 (stereo not drawn)	-18	-30	-8	7	3	-1	6	6	-16
COc1ccc(NC(=O)CCN2C(=O)[C@@H]3[C@H](C2=O)[C@H]2C=C[C@@H]3C2)cc1	-4	-21	11	-2	-1	-3	-4	1	4
Cc1ccc(S(=O)(=O)N2CCCC2CNC(=O)C(=O)Nc2ccc(F)cc2)cc1 (stereo not drawn)	-9	-6	7	2	-2	-8	10	3	-3
CCOC(=O)/C=C1\SCC(=O)N1Cc1ccc(Br)cc1	-1	11	-8	-6	-1	1	2	5	6
COc1ccc(/C=C/C(=O)NCCSCc2ccco2)cc1	3	2	-5	0	-5	3	-5	-4	3
Cc1ccc(NC(=O)/C=C/c2ccc([N+](=O)[O-])s2)c(C)c1	17	25	4	19	-1	-8	4	0	1
CCOc1ccc(CSC(=N)N)cc1Cl	0	8	-6	-2	3	-3	2	4	0
CCOC(=O)C1CCN(C(=O)c2cc(S(=O)(=O)N(C)C)ccc2N2CCCC2)CC1	-5	14	18	3	8	4	6	11	1

Assay outcomes (PubChem BioAssay)
